High-throughput results deposited in PubChem by National Center for Advancing Translational Sciences (NCATS).
FLuc counter: firefly luciferase modulation, counter-screen for miR-21 project; P08659; purified FLuc, Km substrates, luminescence inhibition; Potency, µM (series often up to 57.5 µM), for the others: at the top dose activity change, negative = inhibition, actives largely listed as inhibitors; hit rate 6.9% among 360,000;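 note: potency is the fitted concentration of half-maximal effect; plate controls were vehicle for no effect and reference inhibitor for full effect; nearly all actives have a fitted effect of over 55% in size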
Target sequence (P08659 whole entry, looked up): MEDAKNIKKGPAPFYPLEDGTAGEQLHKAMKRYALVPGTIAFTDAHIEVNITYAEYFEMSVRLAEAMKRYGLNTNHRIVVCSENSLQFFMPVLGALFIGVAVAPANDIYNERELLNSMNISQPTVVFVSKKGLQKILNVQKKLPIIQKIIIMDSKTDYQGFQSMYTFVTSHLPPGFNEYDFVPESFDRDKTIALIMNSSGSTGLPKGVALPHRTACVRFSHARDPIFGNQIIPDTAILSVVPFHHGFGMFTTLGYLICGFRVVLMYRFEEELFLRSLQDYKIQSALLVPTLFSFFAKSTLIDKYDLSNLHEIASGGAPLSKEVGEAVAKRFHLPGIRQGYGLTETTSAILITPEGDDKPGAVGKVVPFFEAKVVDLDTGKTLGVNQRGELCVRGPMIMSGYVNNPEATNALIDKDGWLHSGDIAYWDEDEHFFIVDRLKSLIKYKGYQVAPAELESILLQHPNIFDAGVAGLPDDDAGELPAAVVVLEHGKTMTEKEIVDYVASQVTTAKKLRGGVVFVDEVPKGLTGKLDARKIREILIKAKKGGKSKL
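Biochemical qHTS of compounds, final roughly 60 µM downward over six points, against 10 nM purified firefly luciferase using Km concentrations of substrates (10 uM D-luciferin, 10 uM ATP) in Tris acetate pH 7.5 buffer; luminescence output.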
uPA generation: cell surface uPA generation inhibition | Potency, µM (top dose mostly 38.3 µM), inactives show at the top dose activity change, negative = inhibition, most hits filed as inhibitors | hit rate 0.31% among 330,000 | cell surface uPA generation assay, qHTS; active = well fitted inhibition curve with a large enough effect; inconclusive = small, poorly fitted or top-dose-only effect; inactive = no such curve, though single readings can be large or run the other way; tested in mouse RAW 264.7 cells; note: potency is the fitted concentration of half-maximal effect; % is set by controls: 0 for no effect and ±100 for the full control effect; nearly all actives have a fitted effect of over 55% in size
Giardia killer: Giardia lamblia killing. Giardia lamblia trophozoite viability. activity change, % at 7.66 µM, hits read low. hit rate 0.15% among 340,000. AID 540267; in the data active = activity change below about -80%; inconclusive = between about -30% and that limit;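 note: parasites exposed to compound for two days anaerobically before the ATP read; % is set by controls: 0 for no effect and ±100 for the full control effect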
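Luminescence from cellular ATP indicates surviving trophozoites (100 cells/well) following 48 hrs anaerobic compound treatment at 37 deg C; signal develops 15-30 min at room temperature.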
RORg inh: ROR gamma (mouse) transcription inhibition; Drosophila S2 Gal4-RORgamma UAS-luciferase reporter, 20 h; Potency, µM (doses to about 53.6 µM), for the others: at the highest dose activity change, negative = inhibition, actives largely listed as inhibitors; hit rate 5.4% among 310,000; AID 2551; note: potency is the fitted concentration of half-maximal effect; % is set by controls: 0 for no effect and ±100 for the full control effect; nearly all actives have a fitted effect of over 60% in size
Target sequence (P51450 whole entry, looked up, the tested form may be a part): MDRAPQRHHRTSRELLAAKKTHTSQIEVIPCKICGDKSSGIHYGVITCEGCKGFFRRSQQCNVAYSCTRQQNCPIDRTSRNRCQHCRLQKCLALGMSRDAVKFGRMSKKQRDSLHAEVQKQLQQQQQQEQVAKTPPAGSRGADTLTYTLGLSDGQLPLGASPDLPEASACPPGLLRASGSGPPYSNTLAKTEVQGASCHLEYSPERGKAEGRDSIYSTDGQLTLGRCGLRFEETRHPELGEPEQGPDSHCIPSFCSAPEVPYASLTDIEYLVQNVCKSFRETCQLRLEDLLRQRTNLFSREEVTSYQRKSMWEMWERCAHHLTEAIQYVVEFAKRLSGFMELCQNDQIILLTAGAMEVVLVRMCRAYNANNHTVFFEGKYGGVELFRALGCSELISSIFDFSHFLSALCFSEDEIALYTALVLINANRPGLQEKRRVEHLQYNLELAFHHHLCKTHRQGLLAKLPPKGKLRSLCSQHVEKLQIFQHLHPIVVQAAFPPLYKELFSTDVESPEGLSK
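A Gal4/UAS one-hybrid system in insect cells: metallothionein-promoter Gal4–ROR gamma fusion plus Photinus luciferase reporter. Copper sulfate 700 uM final, 20 hr ambient incubation, luminescent detection after 10 min with reagent.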
NPC1 prom act: activators of NPC1 promoter | Huh7 NPC1 promoter luciferase reporter, 24 h | Potency, µM (series often up to 9.22 µM), for inactives: at the top dose activation, hits mostly activators | hit rate 2.4% among 320,000 | AID 485313;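 note: potency is the fitted concentration of half-maximal effect; % of control where 0% means no effect; nearly all actives have a fitted effect of over 60% in size; reporter is driven by a mutant NPC1 promoter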
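Compounds in DMSO were transferred onto Huh7 NPC1-luciferase reporter cells pre-incubated 2 h; after 24 h at 37 °C, Amplite reagent was dispensed and luminescence recorded 10 min later.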
ELG1 genotox: genotoxicity induction in ELG1-luciferase HEK293T cells. AID 504466. HEK293T ELG1-luciferase reporter, luminescence, 16 h. hit rate 1.3% among 330,000. Potency, µM (highest dose often 46 µM), for the others: top-dose activity change, positive = activation, usual class: activators; note: potency is the fitted concentration of half-maximal effect; % of control where 0% means no effect; nearly all actives have a fitted effect of over 60% in size
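After overnight (16 hr) compound treatment at 37 °C, ELG1-luciferase HEK293T cells were lysed with ONE-Glo; luminescence quantified 30 min later at room temperature.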
VP16 counter: Gal4-VP16 reporter inhibition counter-screen | Drosophila S2 Gal4-VP16 UAS-luciferase, luminescence, 20 h | Potency, µM (top dose mostly 53.6 µM), for inactives: at the highest dose activity, negative = inhibition, hits mostly inhibitors | hit rate 3.5% among 310,000 | AID 2546;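 note: Gal4-VP16 expression switched on by copper sulfate through the metallothionein promoter; potency is the fitted concentration of half-maximal effect; % is set by controls: 0 for no effect and ±100 for the full control effect; nearly all actives have a fitted effect of over 50% in size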
Rab9 prom act: activates the Rab9 promoter; Huh7 Rab9 promoter-luciferase reporter, luminescence, 24 h; Potency, µM (highest dose often 9.22 µM), inactives show at the top dose activation, negative = inhibition, hits mostly activators; hit rate 2.8% among 320,000; AID 485297; note: potency is the fitted concentration of half-maximal effect; % of control where 0% means no effect; nearly all actives have a fitted effect of over 60% in size
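Luminescence read-out: Huh7 cells stably expressing Rab9-luciferase, treated 24 h with compound at 37 °C, then lysed with luciferase reagent for 10 min at ambient before reading.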
Coupling enz: counter-screen for Giardia aldolase inhibitors: coupling enzyme system; coupling enzyme system counterscreen, AmpLite Red fluorescence; hit rate 0.67% among 290,000; activity change, negative = inhibition, % at 58.2 µM, hits read low; in the data active = activity change below about -30%; note: % is set by controls: 0 for no effect and ±100 for the full control effect
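First, compound is pin-transferred into glyceraldehyde-3-phosphate coupling-enzyme reagent at 57.5 uM final and held 10 min at RT. Next, substrate, coupling system and AmpLite Red are added. After 20 min RT, fluorescence (525/598 nm) is read.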
Tb PFK inh: inhibitors of T. brucei phosphofructokinase; O15648; T. brucei PFK, ADP-Glo luminescence; Potency, µM (doses to about 57.5 µM), for the others: top-dose activity, negative = inhibition, hits mostly inhibitors; hit rate 0.17% among 330,000;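 note: potency is the fitted concentration of half-maximal effect; 0% = uninhibited 1x PFK enzyme wells and -100% = no-enzyme wells; nearly all actives have a fitted effect of over 60% in size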
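In TEA buffer at pH 8.0 with 5 mM MgCl2, enzyme (1.25 nM) converted F6P (0.5 mM) and ATP (0.1 mM) for 45 min at room temperature. ADP product was read by luciferase luminescence.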
KCNH2 3.1 block: blocks the human KCNH2 3.1 channel isoform; U2OS KCNH2 3.1, thallium flux FluxOr; active compounds read low; activity change, % (tested at about 1.8 µM); hit rate 0.95% among 340,000; AID 720553;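 active = maximum activity change below -70%; inconclusive = maximum activity change from -70% to -50%; inactive = maximum activity change above -50%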;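 note: thallium influx rate constant from kinetic fluorescence after stimulation buffer; % is set by controls: 0 for no effect and ±100 for the full control effect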
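FluxOr-based Tl+ influx in U2OS cells transduced with KCNH2 3.1 virus; rate constants normalized to DMSO controls.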
The depositor's hits bear a star; ? = inconclusive; nt = not tested or not shown; [ ] = remark or other dose. Unless noted, calls come from the whole dose curve; as a rule, active = well fitted curve in the direction sought with a large enough effect; inconclusive = small, poorly fitted or top-dose-only effect, or another doubt; inactive = no such curve, though single readings can be large; an effect the other way counts as inactive or inconclusive.

SMILES | FLuc counter | uPA generation | Giardia killer | RORg inh | NPC1 prom act | ELG1 genotox | VP16 counter | Rab9 prom act | Coupling enz | Tb PFK inh | KCNH2 3.1 block
COC(=O)CN1C(=O)[C@H]2[C@@H](C3CC3)N3C(=O)CN(Cc4ccc(-c5ccccc5)cc4)C(=O)[C@@]3(Cc3ccccc3)[C@H]2C1=O | 0% | 4% | -26 | 16% | 1% | 3% | -8% | 10% | -1 | -3% | 2
COc1ccc(CNC(=O)[C@@H](C)NC(=O)[C@@H]2Cc3ccccc3CN2)cc1 | 3% | 9% | 10 | -4% | 3% | 2% | -10% | 3% | -1 | 0% | -3
CCOC(=O)N/N=C/c1ccc(F)cc1F | ? | -1% | 7 | 2% | 14% | 13% | -4% | ? | 7 | 0% | nt
CC(C)CC(NC(=O)C1CCC(C)CC1)C(=O)NCc1ccccn1 (centres undefined) | 3% | 0% | 11 | -3% | 2% | 1% | 3% | 2% | 5 | 4% | 3
CC(NC(=O)CC(c1ccccc1)c1cc(Cl)ccc1O)c1ccccc1 (centres undefined) | 3% | 3% | 7 | 39% | 0% | -8% | 3% | 2% | -6 | 0% | 2
COc1ccc(Oc2nc3ccccc3nc2C(F)(F)F)cc1 | 1% | nt | 5 | 37% | -1% | 1% | 11% | -1% | 2 | 0% | -15
COc1cc(NC(=O)c2ccnn2C)c(OC)cc1Cl | -3% | 5% | -9 | -17% | 1% | 5% | -15% | -6% | 5 | 3% | -7
O=C(Nc1cccc2ccccc12)OC1C=CS(=O)(=O)C1 (centres undefined) | 4% | -7% | 6 | 8% | 0% | 3% | -8% | -3% | 0 | -1% | -3
COc1ccc(Cl)cc1Nc1nc(NCCO)nc(N2CCCC2)n1 | 7% | -3% | -8 | 2% | -4% | -10% | 6%[0.365 µM] | -4% | -1 | -1% | -8
NC(=O)c1ccc[n+]([C@H]2O[C@@H](COP(=O)([O-])OP(=O)(O)OC[C@H]3O[C@@H](n4cnc5c(N)ncnc54)[C@H](O)[C@@H]3O)[C@H](O)[C@@H]2O)c1 | -1% | 8% | 11 | nt | 5% | ? | nt | -1% | nt | ? | 7
CCCN(CCO)Cc1cccc(Oc2ccccc2)c1 | -2%[2.3 µM] | nt | 7 | -10% | -4% | 0% | 5% | 1% | 2 | -2% | 9
COc1ccc(NC(=O)N(C)C[C@H]2Oc3ccc(NS(=O)(=O)c4ccc(OC)cc4)cc3C(=O)N([C@H](C)CO)C[C@@H]2C)cc1 | nt | -10% | -22 | nt | nt | 5% | nt | nt | nt | 2% | -2
COc1cc(/C=N/NC(=O)c2cc(-c3c(C)nn(-c4ccccc4)c3C)n[nH]2)ccc1O | ? | ? | 0 | ? | 6% | -9% | -4% | 20% | -1 | 9% | -3
Nc1cc(-c2ccc(Cl)cc2)nn1S(=O)(=O)c1ccc(Cl)cc1 | -1% | 3% | -13 | -23% | -4% | 7% | -26% | 1% | 5 | -2% | 7
COc1ccc(OC)c(CCNC(=O)CCc2nnc3ccc(N4CCCCC4)nn23)c1 | 1% | 7% | 10 | -10% | -3% | -1% | -5% | -3% | nt | -2% | 1
Cc1cc(CNC(=O)C2CCC(=O)N(CCc3cccc(F)c3)C2)on1 (centres undefined) | 4% | 3% | -26 | -3% | -2% | 0% | 3% | -4% | nt | 3% | -2
CC(=O)N1c2ccc(S(=O)(=O)NCC3CCC(C(=O)Nc4cc(C)ccn4)CC3)cc2CC1C (centres undefined) | 0% | -4% | 5 | ? | -3% | -11% | 7.1µM* | -11% | 0 | -1% | 26
CCCC(c1c(C)n(C)n(-c2ccccc2)c1=O)c1c(C)n(C)n(-c2ccccc2)c1=O | 1% | 0% | -2 | -10% | -1% | 7% | -13% | 4% | 2 | -4% | 0
COc1ccccc1NC(=S)N(c1ccccc1)C(C)C | 8% | -6% | 22 | ? | -2% | 1% | -5% | -2% | 3 | 0% | -3
CC[C@]12c3[nH]c4ccc(Cl)cc4c3CCN1C(=O)[C@@H](CC(=O)NCCCOC)C[C@@H]2C(=O)N1CCN(C(=O)C2CC2)CC1 | nt | 10% | -4 | nt | nt | 8% | nt | nt | nt | 1% | 8
COc1ccc(NC(=O)CSc2nc(N)c(-c3ccccc3)c(=O)[nH]2)cc1 | 9% | 5% | 6 | -6% | -1% | 1% | 4% | 0% | 0 | -7% | 17
Cc1cc(C)n2c(SCC(=O)N(C)C3CCS(=O)(=O)C3)nnc2n1 (centres undefined) | -3% | 2% | 2 | 1% | -3% | -2% | -5% | -1% | nt | ? | -6
N#C/C(=C\c1ccc(OCc2ccc(C(=O)O)cc2)cc1)C(=O)N1CCOCC1 | 17µM* | -17% | -1 | ? | ? | ? | ? | 2.8µM* | 9 | 10% | -6
O=C(COc1ccccc1)Nc1ccncc1Cl | ? | 1% | -3 | 25% | 22% | 11% | 3% | 18% | nt | 0% | -8

Reprinted at random: two entries already listed, in no set order.
SMILES | FLuc counter | uPA generation | Giardia killer | RORg inh | NPC1 prom act | ELG1 genotox | VP16 counter | Rab9 prom act | Coupling enz | Tb PFK inh | KCNH2 3.1 block
COc1ccccc1NC(=S)N(c1ccccc1)C(C)C | 8% | -6% | 22 | ? | -2% | 1% | -5% | -2% | 3 | 0% | -3
N#C/C(=C\c1ccc(OCc2ccc(C(=O)O)cc2)cc1)C(=O)N1CCOCC1 | 17µM* | -17% | -1 | ? | ? | ? | ? | 2.8µM* | 9 | 10% | -6

The listing continues.
SMILES | FLuc counter | uPA generation | Giardia killer | RORg inh | NPC1 prom act | ELG1 genotox | VP16 counter | Rab9 prom act | Coupling enz | Tb PFK inh | KCNH2 3.1 block
Nc1c(C(=O)c2cccs2)oc2ccccc12 | 15µM* | nt | 19 | 43% | ? | 18% | 24% | 27% | 3 | 6% | 3
CCN(CC)CCCN=C(N)N | 0% | -7% | -23 | 6% | -2% | 0% | 5% | 4% | -3 | 4% | 5
Cc1nc(Cc2nnc(SCC(=O)N(C)c3ccccc3)o2)cs1 | 2% | 0% | -12 | nt | -2% | -5% | nt | -5% | nt | -1% | -1
COc1ccc([C@]23Cc4c(ccc5ccccc45)C(O2)C2=C(CC4(CCCCC4)OC2=O)O3)cc1 | 6%[11.5 µM] | nt | nt | -22%[10 µM] | 0%[1.84 µM] | nt | -5%[10 µM] | -7%[1.84 µM] | -1 | -1%[11.5 µM] | nt
CCCCNS(=O)(=O)c1ccc(Br)cc1N1CCC[C@H]1CO | nt | -16% | 7 | nt | nt | 3% | nt | nt | nt | -2% | -2
Cc1ccc(NC(=O)CSCC(=O)Nc2ccccc2N2CCCCC2)cc1 | -3% | -7% | -10 | nt | 0% | -4% | nt | 1% | nt | -1% | -15
CCN(CC)CCNS(=O)(=O)c1ccc(/C=C/C(=O)O)cc1 | -2% | 4% | -2 | 4% | -6% | 2% | 11% | -1% | 1 | 0% | 7
COC(=O)C1=C(C)NC(=O)NC1C1CC=CCC1 (centres undefined) | 3% | 3% | -7 | -8% | -3% | 2% | -6% | 2% | 2 | -3% | 6
COCCn1c(-c2ccc(Br)cc2)nc2oc3cc(OC)ccc3c(=O)c2c1=O | -1% | 5% | -29 | 9% | 3% | 0% | -19% | -3% | 6 | -4% | 23
Oc1ccc(Cl)cc1-c1cc(-c2ccco2)[nH]n1 | 19µM* | -4% | 9 | 3.5µM* | 28% | -4% | 13µM* | 26% | -10 | 1% | -1
CC(=O)C(Sc1nn(C)c(=S)s1)C(=O)Nc1ccccc1 (centres undefined) | ? | -9% | 3 | -15% | -2% | ? | -15% | 4% | 3 | 5% | 3
Cc1ccc(C(CNC(=O)c2ccco2)N2CCN(C)CC2)cc1 (centres undefined) | 0% | 1% | 7 | nt | -6% | 5% | nt | 1% | nt | 0% | -3
Cc1ccc(NC(=O)CSc2nnc3ccccn23)cc1 | ? | 10% | 1 | -1% | 0% | 13% | 2% | 19% | 0 | -1% | 5
NC(=O)C1CCN(C(=O)c2ccc(C(F)(F)F)cc2)CC1 | 3% | 0% | -23 | 3% | -6% | 1% | -12% | 3% | 2 | 2% | -2
CCOc1ccccc1NC(=O)C1CCCN(S(=O)(=O)c2ccc(OC)c(C)c2)C1 (centres undefined) | -2% | 4% | 2 | 18% | -8% | -10% | 0% | -3% | 0 | -4% | 9
O=C(O)/C=C/C(=O)NC1CCCCC1 | -2% | 3% | 11 | -8% | 6% | 1% | 7% | 7% | 2 | -6% | 12
Cc1ccccc1NC(=O)NC1(C(=O)N2CCN(C)CC2)CCCCC1 | -1% | 3% | 13 | -9% | -2% | 2% | -6% | 1% | 0 | 0% | 5
N/C(=N\OC(=O)c1ccc(Br)cc1)c1ccccc1 | 0.21µM* | nt | 0 | ? | 3.2µM* | ? | ? | 2.8µM* | -2 | 1% | -9
COc1ccc(C(=O)N2CCSCC2)cc1OC1CCN(C(C)=O)CC1 | 0% | 7% | 9 | 8% | -2% | 3% | -2% | 1% | nt | -8% | -9
Cc1ccc2c(ccn3cc4c(c(=O)n(C)c(=O)n4C)c23)c1 | 2.7µM* | 3% | 2 | 20% | 4% | ? | -6% | -16% | -3 | -2% | 10

This is a random part of the collection (roughly 14% active in at least one column).
